PolyA inh = yeast polyadenylation inhibition | 300,000 compounds, 0.02% hits | AID 1875 | S. cerevisiae SKY197-pL101 polyadenylation reporter, beta-gal luminescence; efflux-impaired pdr1/pdr3 knockout yeast; score 100 = 6 SD above DMSO | calls only at 12 µM;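 active = lowest replicate activity score at least 50, where 100 means six control SD above control mean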;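 also: yeast exposed to compound for 9 h at 30 °C; higher score means more reporter readthrough which indicates perturbed polyadenylation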
KCNK9 block = blocks the human KCNK9 two-pore domain potassium channel. 310,000 compounds, 1.2% hits. B-score at 10 µM. HEK293 KCNK9, FluxOR thallium flux fluorescence; active compounds read low;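 active = ratio B-score over 3 SD below the library mean, with starting fluorescence within 5 SD of its mean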;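 also: negative B-score means less thallium flux so channel inhibition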
KCNQ1 pot = human KCNQ1 channel potentiation or activation; B-score at 10 µM; CHO-K1 KCNQ1, thallium flux FluxOR fluorescence; active compounds read high; 310,000 compounds, 0.35% hits;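 active = fluorescence ratio B-score, a plate-corrected score, at least three library SD, with initial intensity B-score within 5 SD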
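System: Stable KCNQ1 CHO-K1 line | Incubation: 90 min dye loading and 20 min compound exposure, both at room temperature | Measure: Ratio B score | Medium: Assay buffer for compound exposure, DMSO matched across wells | Compound dosing: Single-concentration screen | Probe or stimulus: K+/Tl+ depolarizing stimulus | Measured by: Kinetic FluxOR fluorescence, 10 s baseline plus 110 s post-stimulus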
RGS4 act = potentiators or activators of RGS4 | AID 463111 | B-score at 10 µM | 310,000 compounds, 0.92% hits | HEK293 M3R/inducible RGS4, carbachol calcium flux Fluo4; active compounds read low;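 active = B-score of the integrated calcium signal more than 4 SD below the library mean, with starting fluorescence not abnormally high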;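 also: negative B-score means reduced calcium response which marks RGS4 activation or potentiation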
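Assay system: HEK293 FlpIn-TREx cells, stable M3R, doxycycline-inducible RGS4 / Probe or stimulus: carbachol, ECmax concentration / Times: overnight RGS4 induction, 30 min dye load 37 °C, 20 min compound RT / Signal: kinetic calcium fluorescence imaging with Fluo4-AM dye, 2 µM / Measure: Agonist-evoked peak-minus-minimum fluorescence over baseline, integrated ratio, B score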
hERG rescue = hERG (human) protection from proarrhythmic block; AID 1511; Q12809; CHO-hERG, FluxOR thallium flux, dofetilide IC70 present; activation (rescue from dofetilide block), less the hit threshold, % at 10 µM; 310,000 compounds, 0.51% hits;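 active = activation above the mean of controls blocked by dofetilide plus 5 SD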;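 also: thallium influx through hERG after potassium depolarization seen as dye fluorescence rise; in these data hits start at about 4.7%; inactives centre near -7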
GSK3B inh = inhibitors of human GSK3beta kinase; P49841; GST-GSK3beta kinase, ADP-Glo luminescence, 60 min; active compounds read low; activity score (negative = inhibition), % at 10 µM; 300,000 compounds, 0.038% hits;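 active = more than half of replicate wells score below -50%, meaning over 50% inhibition versus plate controls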;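 also: 0% = median DMSO wells and -100% = median GW8510 positive control wells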
Target sequence (P49841 whole entry, looked up): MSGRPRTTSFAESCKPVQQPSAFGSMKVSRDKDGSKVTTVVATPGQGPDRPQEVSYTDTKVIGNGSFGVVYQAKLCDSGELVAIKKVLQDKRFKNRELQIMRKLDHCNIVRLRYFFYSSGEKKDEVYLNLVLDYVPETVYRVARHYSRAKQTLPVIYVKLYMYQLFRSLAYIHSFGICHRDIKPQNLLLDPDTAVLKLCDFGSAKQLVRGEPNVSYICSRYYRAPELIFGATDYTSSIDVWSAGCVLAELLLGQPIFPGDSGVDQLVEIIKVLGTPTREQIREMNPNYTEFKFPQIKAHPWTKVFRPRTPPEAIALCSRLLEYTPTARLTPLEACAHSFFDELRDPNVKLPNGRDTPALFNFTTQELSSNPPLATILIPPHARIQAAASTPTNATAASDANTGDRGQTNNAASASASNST
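test system = GST-tagged human GSK3beta kinase, cell-free | reagent = 25 µM ATP with peptide substrate | dosing = one dose of 10 µM per compound | schedule = 60 min reaction, RT | detection = luminescent ADP-Glo measurement of ADP formed | control set = DMSO neutral wells and GW8510 at 20 µM as positive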
KCNK3 block = human KCNK3 channel inhibition, primary screen | AID 602410 | 340,000 compounds, 0.84% hits | B-score at 10 µM | O14649 | CHO-KCNK3 thallium flux, FluxOR fluorescence; active compounds read low;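 active = B-score under library mean minus 4 SD, starting fluorescence ratio at most library mean plus 5 SD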;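 also: more negative B-score means stronger inhibition of thallium flux through KCNK3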
DYRK1A inh = Dyrk1A (rat) kinase inhibition | 310,000 compounds, 0.43% hits | ADP-Glo luminescence, NFATc1 peptide | inhibition, % at 12.5 µM; in the data active = inhibition above about 50%;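 also: plate controls were vehicle with enzyme for no effect and no enzyme for full effect; many of its hits are not listed in these tables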
RGS4 block = human RGS4 inhibition; HEK293 M3R/RGS4 inducible, Fluo-4 calcium flux; active compounds read high; triggered by carbachol at its EC20; B-score at 10 µM; 310,000 compounds, 0.45% hits;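 active = B-score, a plate-corrected calcium signal, over three deviations above library mean, with baseline fluorescence within five deviations of library mean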;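 also: RGS4 expression induced by doxycycline in cells with stable M3 receptor; B-score is computed from the integrated fluorescence ratio over baseline after carbachol; higher B-score means a larger calcium signal and so more RGS4 inhibition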
Target sequence (P49798 whole entry, looked up): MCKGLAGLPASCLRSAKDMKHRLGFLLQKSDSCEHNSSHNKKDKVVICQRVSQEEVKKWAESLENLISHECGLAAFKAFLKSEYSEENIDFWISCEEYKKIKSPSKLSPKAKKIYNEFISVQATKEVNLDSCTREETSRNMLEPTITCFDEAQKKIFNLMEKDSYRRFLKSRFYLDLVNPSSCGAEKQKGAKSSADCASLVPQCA
KCNQ1 inh = blocks the human KCNQ1 potassium channel; CHO-K1 KCNQ1, FluxOR thallium flux fluorescence; active compounds read high; B-score at 10 µM; 310,000 compounds, 1.3% hits; AID 2642;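 active = compounds whose thallium flux B-score, printed positive for inhibition, exceeds three library SD while starting fluorescence stays within three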;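 also: channel opened by potassium depolarization with thallium stimulus after 20 min compound exposure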
GSK3 alpha inh = inhibitors of human GSK-3 alpha kinase. P49840. ADP-Glo luminescence, 60 min. inhibition, % at 10 µM. 320,000 compounds, 0.1% hits. AID 2650;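 in the data active = inhibition above about 50%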;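 also: GST-tagged GSK-3 alpha with peptide substrate and 25 µM ATP; 0% = DMSO neutral wells and 100% = GW8510 positive control wells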
Target sequence (P49840 whole entry, looked up): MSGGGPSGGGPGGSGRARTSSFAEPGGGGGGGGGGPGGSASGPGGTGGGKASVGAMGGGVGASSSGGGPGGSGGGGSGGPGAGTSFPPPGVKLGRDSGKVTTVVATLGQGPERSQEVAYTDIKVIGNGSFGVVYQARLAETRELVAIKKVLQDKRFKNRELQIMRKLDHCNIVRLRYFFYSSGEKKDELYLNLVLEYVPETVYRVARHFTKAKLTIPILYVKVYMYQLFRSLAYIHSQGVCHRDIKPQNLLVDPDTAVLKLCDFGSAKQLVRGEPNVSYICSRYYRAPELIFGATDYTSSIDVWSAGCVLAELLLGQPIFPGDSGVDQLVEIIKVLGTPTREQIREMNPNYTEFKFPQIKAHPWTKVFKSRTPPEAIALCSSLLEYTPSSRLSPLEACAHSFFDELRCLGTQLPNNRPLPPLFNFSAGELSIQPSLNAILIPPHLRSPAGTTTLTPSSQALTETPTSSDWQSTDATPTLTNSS
Numbers without * were called inactive; i = inactive; x = no result given. The list is partial. The share of hits here may be higher or lower than overall.

SMILES	PolyA inh	KCNK9 block	KCNQ1 pot	RGS4 act	hERG rescue	GSK3B inh	KCNK3 block	DYRK1A inh	RGS4 block	KCNQ1 inh	GSK3 alpha inh
COc1ccc(C(=O)c2ccccc2)cc1	i	i	i	i	-4.7	0.1	i	-4.7	i	i	3.2
O=C(Nc1cccnc1)c1cc(F)c(F)cc1Cl	i	i	i	i	-5.2	0.0	i	4.0	i	i	1.2
Cc1ccc(C(=O)CCC(=O)O)cc1	i	i	i	i	-10.4	2.0	x	x	i	i	2.0
N#Cc1nc(COc2ccccc2)oc1N1CCN(c2cccc(Cl)c2)CC1	i	i	i	i	-4.3	-2.3	i	-3.4	i	i	-0.9
COc1ccc(C)cc1NC(=O)NNC(=O)c1cc2ccccc2cc1O	i	i	i	i	-17.4	-3.3	i	7.0	i	i	5.1
CC[C@@]1(c2ccccc2C)C(=O)N(C(=O)OC)N1C(=O)OC	i	i	i	i	-1.3	1.5	i	-9.3	i	i	-0.3
O=C(NCc1ccco1)c1scc2c1OCCO2	i	i	i	i	-6.4	-8.1	i	43.4	i	i	10.1
CCCc1nc2ccccc2c(=O)n1CC(=O)c1ccccc1	i	i	i	i	-12.3	-2.2	i	-0.6	i	i	-0.6
O=C(Nc1ccccc1N1CCOCC1)C1CCCCN1S(=O)(=O)c1ccccc1 (stereo not given)	i	i	i	i	-14.3	2.2	i	x	i	i	-0.2
O=C(Nc1scc(-c2ccccc2)c1C(=O)O)c1ccco1	i	i	i	i	-11.6	4.3	i	-9.9	i	i	-4.6
CCOC(=O)N1CCC(NC(=O)CS(=O)Cc2nc(-c3ccccc3C)oc2C)CC1 (stereo not given)	i	i	i	i	-3.7	6.8	i	-2.1	i	i	-2.4
CCN(CC(=O)Nc1c(F)cccc1F)C(=O)c1n[nH]c2ccccc12	i	i	i	i	-11.0	-2.1	i	-3.5	i	i	1.1
c1ccc(CSc2nnc(-c3sccc3-n3cccc3)o2)cc1	i	-8.27*	i	i	-10.0	-0.8	i	0.1	i	i	9.6
Cc1ccc(/C=N/NC(=O)c2ccc(-c3ccccc3)cc2)o1	i	i	i	i	-9.4	-1.0	i	4.4	i	i	-2.9
O=c1[nH]c(-c2ccccc2)c(-c2ccccc2)[nH]1	i	i	i	i	-3.5	-0.6	i	-1.8	i	i	x
Cc1nn(C)cc1CN1CCCC(C(=O)c2ccc(-c3ccccc3)cc2)C1 (stereo not given)	i	i	i	i	-8.7	1.0	i	-0.6	i	i	0.8
CC[C@@]12C(=O)N(c3ccccc3)C(=O)N1[C@H](c1ccc(Br)cc1)[C@@H]1C(=O)N(C(C)(C)C)C(=O)[C@@H]12	i	i	i	i	-2.2	-0.2	i	6.8	i	i	x
O=C(Nc1ccc(-c2csc(Nc3cccc(C(F)(F)F)c3)n2)cc1)c1cccc(C(F)(F)F)c1	i	i	i	i	-9.1	-0.6	i	1.9	i	i	-1.5
CCN(CC)S(=O)(=O)c1ccc(OC)c(NC(=O)c2cccc([N+](=O)[O-])c2C)c1	i	i	i	i	-7.1	-4.6	i	2.4	i	i	-1.6
CCN(CC)c1nc(C)c(C(C)=O)cc1C#N	i	i	i	i	-10.0	-1.0	i	9.5	i	i	-1.4
O=C(O)c1ccccc1CSc1nc2ccccc2n1Cc1ccccc1C(=O)O	i	i	i	i	-4.8	-0.7	i	0.5	i	i	-3.8
Cc1cccc(NC(=O)CSc2nnc(C)n2Cc2ccccc2)c1	i	i	i	i	-4.9	2.8	i	-3.8	i	i	1.1
COc1ccccc1NC(=O)CSc1nccn1Cc1ccc(F)cc1	i	i	i	i	-17.3	1.6	i	0.5	i	i	-0.5
CC(=O)Nc1sc(NC(=O)c2ccco2)nc1-c1cccs1	i	i	i	i	-0.1	-0.2	i	-4.0	i	i	3.8
CCOc1ccc(NC(=O)Nc2ccc3c(c2)nnn3C)cc1	i	i	i	i	-5.9	-0.1	i	0.3	i	i	5.7
CCOCCSc1nnc2nc(C)cc(C)n12	i	i	i	i	-6.2	0.3	i	17.1	i	i	0.5
Cn1nc(-c2ccc(C(=O)NCCO)cc2)c2ccccc2c1=O	i	i	i	i	-2.5	-0.5	i	6.2	i	i	7.4
CCOC(=O)c1c(C)[nH]c(C(C)=O)c1C	i	i	i	i	-16.6	0.7	i	1.1	i	i	14.1
CC(C)(C)OC(=O)N1CCC(NC(=O)c2[nH]cnc2C(=O)N[C@@H](Cc2ccccc2)C(=O)OCc2ccccc2)CC1	i	i	i	i	-13.5	0.1	i	4.8	i	i	0.3
Cc1ccc(S(=O)(=O)N(CC(O)CN2CCCCC2)c2ccccc2)cc1 (stereo not given)	i	i	i	i	-3.0	-0.9	i	-0.2	i	i	-0.8
C=C(C)c1cccc(C(C)(C)NC(=O)N2CCCC2)c1	i	i	i	i	-1.4	5.6	i	0.0	i	i	-0.9
CC(NC(=O)c1ccc(F)cc1Cl)C1CC2CCC1C2 (stereo not given)	i	i	i	i	-4.2	-2.1	i	7.4	i	i	-4.5
CC(C)(C)NC(=O)C1CC(=O)OC1(C)C (stereo not given)	i	i	i	i	-17.4	0.2	i	-5.4	i	i	0.9
Cc1noc(NC(=O)c2ccc(Cl)c(Cl)c2)c1Cl	x	i	i	i	-4.6	0.3	i	0.2	i	i	-2.0
CCc1cc(=O)[nH]c(SCc2ccc(C)cc2)n1	i	i	i	i	4.9*	-1.7	i	-2.3	i	i	-0.2
CCOC(=O)c1oc2ccccc2c1NC(=O)c1ccccc1OC	i	-8.94*	i	i	-15.9	2.0	i	-6.4	i	i	-0.6
CCCCCCSc1ccc([C@@H]2[C@@H]3C(=O)N(C)C(=O)[C@@H]3[C@]3(C(=O)OC)CCCCN23)cc1OC	x	i	i	i	-6.1	-1.7	i	-0.3	i	i	-2.9
O=C(c1ccco1)N1CCN(C(=O)C23CC4CC(CC(C4)C2)C3)CC1	i	i	i	i	-1.6	-0.8	i	-3.2	i	i	2.1
CCC(=O)Nc1nnc(S(=O)(=O)N(CC(C)C)c2ccccc2)s1	i	i	i	i	-7.3	2.8	i	3.1	i	i	-1.4
CCOC(=O)NC(=O)c1cn(Nc2ncc(C(F)(F)F)cc2Cl)c(=O)[nH]c1=O	i	i	i	i	1.3	2.8	i	-1.6	i	i	-0.8
Cn1c(SCC(=O)c2ccc(F)cc2)ncc(C(=O)Nc2ccccc2)c1=O	i	i	i	i	-11.7	4.0	i	3.9	i	i	1.1
CCOc1ccc(S(=O)(=O)N2CCC(C(=O)N3CCN(c4ccccc4)CC3)CC2)cc1	i	i	i	i	-3.9	2.1	i	-3.3	i	i	-0.5
COc1cc(NC(=O)Cc2ccc(F)cc2)cc(OC)c1OC	i	i	i	i	-9.8	-3.1	i	-2.8	i	i	x
COC(=O)c1ccc(Sc2ccc(F)cc2)c(N)c1	i	i	i	i	-6.9	-0.3	i	-0.7	i	i	-0.5
O=C(OCCCCN1C(=O)c2ccccc2C1=O)c1ccc(S(=O)(=O)N2CCCC2)cc1	i	i	i	i	-2.6	1.4	i	-6.0	i	i	-6.2
CCOc1cc(S(=O)(=O)N(CC)CC)c(OCC)cc1-n1cnnn1	i	i	i	i	-11.5	-1.4	i	-7.2	i	i	x
CC(=O)Nc1cccc(C(=O)OCC(=O)c2ccc(S(=O)(=O)N3CCCCC3)cc2)c1	i	i	i	i	-13.7	-0.2	i	10.5	i	i	1.1
Cc1cccc(N/C=C/C(=C(C#N)C#N)N(C)C)c1	i	i	i	i	-6.7	3.0	i	20.0	i	i	-3.6
COc1cc(-c2noc(C)c2/C=C/c2ccc(OC(C)=O)cc2)cc(OC)c1OC	i	i	i	i	4.0	2.7	i	29.7	i	i	-1.4
C=C1c2cc(OC)ccc2NC(=O)N1CC	i	i	i	i	-4.1	0.6	i	4.6	i	i	2.8
Fc1ccc(OCCCCCN2CCCC2)cc1	i	i	i	i	-4.8	1.1	i	2.7	i	i	-0.9
O=C(NCC1CCCO1)c1ccc(CS(=O)(=O)c2ccc(Br)cc2)o1 (stereo not given)	i	i	i	i	-4.9	-5.1	i	6.9	i	i	0.0
CCC(=O)NC(=S)Nc1cccc(NC(=O)CC)c1	i	i	i	i	-4.8	-2.3	i	-1.9	i	i	6.3
O=C(CC1C(=O)NCCN1C(=O)c1ccc([N+](=O)[O-])cc1)Nc1cccc(Cl)c1 (stereo not given)	i	i	i	i	-9.6	2.8	i	-10.1	i	i	-1.4
CN(C)/C=C(\C(=O)c1ccc(F)cc1F)c1nnnn1-c1ccccc1	i	i	i	i	-6.8	5.7	i	-5.1	i	i	-2.6
Cc1ccc(N2C(=O)C3ON(c4ccccc4)C(c4ccncc4)C3C2=O)c(C)c1 (stereo not given)	i	i	i	i	-8.8	-3.2	i	2.7	i	i	-1.8
NC(=O)C1(N2CCCCC2)CCN(C(=O)CSc2nc3ccccc3[nH]2)CC1	i	i	i	i	-2.6	2.9	i	-2.1	i	i	-1.1
O=C(NC(O)C(=O)c1ccccc1)c1ccc(F)cc1 (stereo not given)	i	i	i	i	-7.9	-2.1	i	5.1	i	i	-2.8
Cc1cc(NS(=O)(=O)c2c(C)c(C)cc(C)c2C)no1	i	i	i	i	-7.2	2.7	i	7.7	i	i	0.8
Cc1cccc(N(CC(=O)NCc2ccccc2)C(=O)CCC(=O)Nc2nccs2)c1	i	i	i	i	-0.9	1.5	i	0.4	i	i	-1.7

The results go on:
SMILES	PolyA inh	KCNK9 block	KCNQ1 pot	RGS4 act	hERG rescue	GSK3B inh	KCNK3 block	DYRK1A inh	RGS4 block	KCNQ1 inh	GSK3 alpha inh
CCOc1ccc2[nH]c(C)c(CN(C)C)c(=O)c2c1	i	i	i	i	1.3	0.5	i	x	i	i	-0.3
CC(=O)N1CCc2cc(S(=O)(=O)NCCC(=O)Nc3cccc(C)c3C)ccc21	i	i	i	i	-9.1	-2.6	i	-2.6	i	i	-0.2
CCn1c(SCCC(=O)Nc2ccccc2)nnc1-c1ccc(OC)cc1	i	i	i	i	-5.7	-0.5	i	21.4	i	i	0.0
COc1ccc(/C=C2\CCCc3c2nc2ccccc2c3C(=O)O)cc1OC	i	i	i	i	-24.9	-0.3	x	x	i	i	0.0

Bioassay records: PubChem BioAssay, several laboratories
